# RGS4-Gao reg: human RGS4-Galphao interaction regulation; AID 1415; P09471; Multiplexed bead flow cytometry, RGS4-Galphao binding; actives lie on both sides; binding response (% of control), % at 10 µM; hit rate 0.33% among 220,000; in the data active means binding response below about 49% or above about 150%; inactive means in between;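 further: fluorescent Galphao activated with aluminum fluoride binding bead-coupled RGS4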
# Target sequence (P09471 whole entry, looked up): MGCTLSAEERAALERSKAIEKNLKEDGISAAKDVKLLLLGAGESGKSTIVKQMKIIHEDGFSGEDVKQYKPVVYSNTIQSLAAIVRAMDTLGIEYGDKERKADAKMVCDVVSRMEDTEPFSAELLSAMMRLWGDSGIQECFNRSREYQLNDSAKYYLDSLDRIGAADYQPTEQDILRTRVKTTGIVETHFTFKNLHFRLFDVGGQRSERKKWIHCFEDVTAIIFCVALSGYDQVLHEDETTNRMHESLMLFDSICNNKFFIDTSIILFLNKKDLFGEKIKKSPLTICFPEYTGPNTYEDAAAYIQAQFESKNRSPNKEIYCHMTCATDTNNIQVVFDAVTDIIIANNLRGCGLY
# Bim-Bcl-2: disrupts Bim peptide binding to human Bcl-2; inhibition, % at 10 µM; hit rate 0.06% among 190,000; AID 950; P10415; Bead-based flow cytometry, Bim peptide-Bcl-2 binding; in the data active means inhibition above about 40%; inconclusive means no clear call, values can overlap the other calls;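 further: 0% = no compound wells with probe peptide and 100% = reference peptide inhibitor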
# GSH fluor: compound fluoresces at 488/530 nm on GSH beads | AID 1776 | fluorescence (KMESF) at 10 µM | hit rate 0.25% among 190,000 | GSH beads flow cytometry, compound fluorescence 488/530 nm; hits give high values; in the data active means fluorescence above about 89;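 further: glutathione beads carrying GST-tagged Bcl family fusion proteins plus one bare bead set; values are compound well signal with DMSO vehicle wells as background; inactives centre near 16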
# Mcl1-Bid inh: disrupts binding of human Mcl-1 to Bid peptide. hit rate 0.97% among 220,000. AID 1021. Q07820. TR-FRET Mcl-1/Bid-Dy647 peptide binding, 1536-well. inhibition, % at 21.7 µM;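 active means compounds that cut the binding signal by more than half at the single screening dose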;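 further: His-tagged Mcl-1 with europium anti-His antibody binding Bid BH3 peptide; 0% = Mcl-1 plus peptide wells and 100% = peptide-only wells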
# Target sequence (Q07820 whole entry, looked up): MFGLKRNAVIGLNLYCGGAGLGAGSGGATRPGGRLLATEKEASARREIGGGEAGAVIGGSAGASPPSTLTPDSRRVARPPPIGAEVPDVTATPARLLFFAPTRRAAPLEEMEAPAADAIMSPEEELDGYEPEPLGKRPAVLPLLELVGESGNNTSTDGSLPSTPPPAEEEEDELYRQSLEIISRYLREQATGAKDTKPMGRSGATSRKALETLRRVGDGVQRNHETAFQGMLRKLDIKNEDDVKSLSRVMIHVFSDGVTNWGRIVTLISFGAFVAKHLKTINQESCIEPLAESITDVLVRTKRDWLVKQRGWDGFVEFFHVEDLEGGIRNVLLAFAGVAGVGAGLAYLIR
# Bim-Bcl-W: human Bim-Bcl-W interaction inhibition; Q92843; bead-based flow cytometry, Bim peptide-Bcl-W binding; inhibition, % at 10 µM; hit rate 0.02% among 190,000;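 further: 0% = bound tracer without compound and 100% = peptide blocker; higher means less fluorescent Bim peptide bound to Bcl-W beads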
# Bim-Bfl-1: inhibitors of Bim-Bfl-1 interaction, human. Bead-based flow cytometry, Bim-Bfl-1 binding inhibition. inhibition, % at 10 µM. hit rate 0.12% among 190,000;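 further: 0% = wells without compound plus tracer and 100% = blocker peptide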
# RGS8-Gao: modulates binding of RGS8 to human Galphao; multiplexed bead flow cytometry; actives lie on both sides; response (percent of control binding), % at 10 µM; hit rate 0.34% among 220,000; in the data active means response below about 60% or above about 140%; inactive means in between;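 further: Galphao activated as the GDP aluminium fluoride complex binding bead-coupled RGS8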
# Bcl-XL Bim block: disrupts Bim peptide binding to human Bcl-XL. AID 1007. bead flow cytometry, fluorescence. inhibition, % at 10 µM. Q07817. hit rate 0.04% among 190,000
# Target sequence (Q07817 whole entry, looked up): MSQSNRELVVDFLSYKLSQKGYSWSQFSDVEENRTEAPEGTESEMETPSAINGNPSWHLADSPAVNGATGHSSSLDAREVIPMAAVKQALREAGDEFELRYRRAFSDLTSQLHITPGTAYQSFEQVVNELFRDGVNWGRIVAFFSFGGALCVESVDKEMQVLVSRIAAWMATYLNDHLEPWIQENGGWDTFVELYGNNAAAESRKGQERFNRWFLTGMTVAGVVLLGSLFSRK
# RGS7-Gao reg: modulates binding of RGS7 to human Galphao | Multiplexed bead flow cytometry; actives lie on both sides | hit rate 0.35% among 220,000 | P09471 | AID 1439 | binding response (% of control), % at 10 µM; in the data active means binding response below about 49% or above about 150%; inconclusive means no clear call, values can overlap the other calls; inactive means in between;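 further: fluorescent Galphao held in activated GDP-AlF4 state binding bead-coupled RGS7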
# Bim-Mcl-1: disrupts Bim peptide binding to human Mcl-1. Bead-based flow cytometry, Bim peptide-Mcl-1 binding. inhibition, % at 10 µM. hit rate 0.1% among 190,000. AID 1009;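 further: 0% = no compound tracer wells and 100% = peptide blocker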
# Bcl-B Bim block: disrupts Bim peptide binding to human Bcl-B. Q9HD36. bead-based flow cytometry. inhibition, % at 10 µM. hit rate 0.073% among 190,000;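 further: 0% = tracer peptide without compound and 100% = reference inhibitor peptide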
# The depositor's hits bear a star; ? = inconclusive. Unless noted, no stated cut-off is given here; in the data, active means inhibition above about 40%.
# Labels used below – A = RGS4-Gao reg; B = Bim-Bcl-2; C = GSH fluor; D = Mcl1-Bid inh; E = Bim-Bcl-W; F = Bim-Bfl-1; G = RGS8-Gao; H = Bcl-XL Bim block; I = RGS7-Gao reg; J = Bim-Mcl-1; K = Bcl-B Bim block
C=C(C)CNC(=S)NNC(=O)c1ccncc1
  A: 101	B: -1	C: 26	D: -34	E: -1	F: -4	G: 102	H: -4	I: ?	J: -2	K: -8

O=C(/C=C/c1ccc(Br)cc1)c1ccco1
  A: 96	B: 4	C: 6	D: 18	E: -2	F: 6	G: 83	H: -4	I: 96	J: -8	K: -2

COc1ccc(NC(=S)NCc2ccccn2)cc1OC
  A: 103	B: 0	C: 11	D: -15	E: -2	F: 1	G: 102	H: -2	I: 108	J: -6	K: 0

CCc1nnc(NC(=O)C2CCCN(S(=O)(=O)c3ccc(OC)cc3)C2)s1 (stereo not drawn)
  A: 98	B: -3	C: 15	D: 3	E: -1	F: -7	G: 107	H: 0	I: 99	J: -1	K: -4

CCC(=O)N1CCN(c2ccc(NC(=O)c3ccc([N+](=O)[O-])o3)cc2)CC1
  A: 95	B: 0	C: 17	D: -43	E: 0	F: -4	G: 95	H: 0	I: ?	J: 0	K: 1

CC(=O)N=C1SC2CS(=O)(=O)CC2N1c1c(Cl)cccc1Cl (stereo not drawn)
  A: 102	B: -15	C: 29	D: -4	E: -1	F: -19	G: 103	H: -7	I: 97	J: -3	K: -10

COC(=O)c1ccc(C(=O)OC)c(NC(=S)N2CC(C)CC(C)C2)c1 (stereo not drawn)
  A: 102	B: 0	C: 17	D: -5	E: -3	F: 0	G: 103	H: -2	I: 101	J: -2	K: -5

Cc1nn(C)c(C(=O)NCc2ccc(Cl)cc2)c1Cl
  A: 99	B: -3	C: 7	D: -15	E: -1	F: -1	G: 105	H: -1	I: 103	J: -3	K: -2

O=C(NN1C(=O)C2C3c4ccccc4C(c4ccccc43)[C@@H]2C1=O)c1ccccc1 (stereo partly drawn)
  A: 104	B: -1	C: 10	D: -15	E: -2	F: 0	G: 105	H: -2	I: 101	J: 0	K: -1

O=C(O)C1CCCN1C(=O)OCc1ccccc1 (stereo not drawn)
  A: 99	B: -3	C: 9	D: 2	E: 1	F: -7	G: 102	H: 0	I: 101	J: -1	K: -7

O=C(Nn1c(-c2ccc(Br)cc2)nc2ccccc2c1=O)c1cccnc1
  A: 100	B: 5	C: 20	D: 16	E: 7	F: 4	G: 89	H: 2	I: 103	J: 4	K: 12

COC(=O)c1c(N=CN(C)C)c(C#N)c2n1CCCC2
  A: 97	B: 1	C: 20	D: -24	E: -3	F: -3	G: 99	H: -3	I: 93	J: -2	K: -3

O=C(CCNS(=O)(=O)c1ccc(Br)s1)NCc1ccccc1
  A: 100	B: -3	C: 69	D: 1	E: 0	F: 1	G: 98	H: -2	I: 99	J: -1	K: -1

O=C(CN(Cc1ccccc1)C(=O)CCC(=O)Nc1ccccn1)NCc1ccco1
  A: 97	B: 1	C: 12	D: -36	E: 1	F: 0	G: 97	H: 1	I: 97	J: 2	K: -2

COc1cc(CC(=O)Nc2ccc(S(=O)(=O)Nc3ncccn3)cc2)cc(OC)c1OC
  A: 106	B: -13	C: 23	D: -6	E: 0	F: -8	G: 107	H: -1	I: 102	J: 0	K: -5

O=C(CSc1nccc(=O)[nH]1)Nc1ccc(F)c([N+](=O)[O-])c1
  A: 102	B: 0	C: 7	D: -35	E: -4	F: 0	G: 101	H: -9	I: 102	J: -6	K: -6

Cc1ccc(OCC(=O)Nc2ccc(-c3nc4ncccc4o3)cc2)cc1
  A: 118	B: 2	C: 8	D: 6	E: -1	F: 5	G: 126	H: 0	I: 113	J: 0	K: -2

Cc1cccc(C(=O)NC(NCc2ccco2)C(Cl)(Cl)Cl)c1 (stereo not drawn)
  A: 49*	B: -2	C: 26	D: -2	E: -3	F: -3	G: 57*	H: -1	I: 44*	J: 0	K: -2

COc1cnc(-c2ccccn2)nc1Oc1c(C)cccc1C
  A: 103	B: 0	C: 15	D: -10	E: 1	F: -5	G: 103	H: -7	I: 102	J: 1	K: -9

CCn1c(COc2ccc(C(C)C)cc2)nnc1SCC(=O)Nc1nccs1
  A: 100	B: 1	C: 4	D: -19	E: 2	F: -1	G: 101	H: 0	I: 99	J: 1	K: -10

CCS(=O)(=O)n1nc(-c2ccccc2)cc1N
  A: 99	B: -5	C: 14	D: -19	E: -2	F: -3	G: 91	H: -5	I: 100	J: -3	K: -6

O=C(NCc1ccco1)c1ccc(Cn2c(=S)[nH]c3ccccc3c2=O)cc1
  A: 98	B: -4	C: 18	D: -36	E: -1	F: 2	G: 98	H: -2	I: 99	J: -6	K: -43

COC(=O)c1sc2nc(N3CCCCC3)c3c(c2c1N)CCCC3
  A: 100	B: -7	C: 23	D: -17	E: 1	F: -13	G: 100	H: 2	I: 104	J: 0	K: -7

Cc1noc(N)c1C(=O)Nc1ccccc1F
  A: 109	B: -3	C: 13	D: 2	E: 0	F: -11	G: 106	H: -4	I: 108	J: 0	K: -6

COc1cc(NS(=O)(=O)c2ccc(NC(=O)c3ccco3)cc2)nc(OC)n1
  A: 104	B: -9	C: 25	D: 1	E: 0	F: -14	G: 99	H: -4	I: 98	J: -1	K: -7

O=C(CN1C(=O)c2ccccc2C1=O)NN1C(=O)c2ccccc2C1=O
  A: 99	B: -5	C: 9	D: -6	E: 4	F: -2	G: 84	H: 3	I: 94	J: 0	K: 1

CC(=O)Nc1ccc(-c2ccc(NC(C)=O)cc2)cc1
  A: 100	B: -1	C: 9	D: -5	E: 0	F: -4	G: 104	H: 1	I: 102	J: 0	K: 0

Cc1ccccc1C(=O)Nc1nc2n(n1)C(c1ccccc1)CC(=O)N2 (stereo not drawn)
  A: 99	B: -6	C: 16	D: 9	E: 0	F: -10	G: 99	H: -3	I: 99	J: -4	K: -6

c1ccc(-c2csc(Nc3ccc4c(c3)OCCO4)n2)cc1
  A: 91	B: -7	C: 11	D: -12	E: -2	F: -1	G: 55*	H: -2	I: 50*	J: -5	K: -4

Cc1oc(-c2cccs2)nc1CSCC(=O)NC1CC1
  A: 94	B: -12	C: 26	D: -4	E: -1	F: -21	G: 96	H: -9	I: 93	J: -4	K: -11

COc1ccc(CCn2c(-c3ccccc3)nc3c(c(=O)c4ccccc4n3C)c2=O)cc1
  A: 103	B: 0	C: 8	D: -23	E: -5	F: -2	G: 110	H: -7	I: 100	J: -4	K: -4

COc1ccc2c(C)c(Cc3ccccc3)c(=O)oc2c1OC
  A: 103	B: -4	C: 16	D: -13	E: -5	F: -6	G: 100	H: -5	I: ?	J: -1	K: -7

CN(C)CCCNC(=O)CCc1ncc(C(F)(F)F)cc1Cl
  A: 101	B: -2	C: 9	D: -20	E: 0	F: -10	G: 106	H: -3	I: 101	J: -2	K: -6

CC(NC(=O)c1ccc(F)cc1)c1ccc(F)cc1 (stereo not drawn)
  A: 102	B: -2	C: 6	D: -15	E: -2	F: -1	G: 106	H: -2	I: 101	J: -3	K: -3

COCC(C)n1c(C)cc(C(=O)COc2ccc(S(=O)(=O)N3CCOCC3)cc2Cl)c1C (stereo not drawn)
  A: 100	B: 0	C: 10	D: -16	E: 0	F: -2	G: 103	H: -1	I: 104	J: -1	K: -3

O=C(NC1(C(F)(F)F)N=C(c2ccccc2)NC1=O)c1ccc(Cl)cc1Cl (stereo not drawn)
  A: 98	B: -3	C: 77	D: -20	E: 2	F: -5	G: 100	H: 1	I: 101	J: 0	K: -1

COCC(=O)N(CCN(C)C)Cc1cc2cc3c(cc2nc1Cl)OCO3
  A: 99	B: -2	C: 9	D: 4	E: -1	F: -6	G: 100	H: -1	I: 98	J: -1	K: -2

CC(C)=CC/C=C1\CCC(C(=O)O)C(C(=O)O)C1 (stereo not drawn)
  A: 86	B: -3	C: 52	D: -2	E: 3	F: 2	G: 83	H: 1	I: 87	J: 0	K: 0

O=C1COc2ccc(C(=O)/C=C/c3ccccc3)cc2N1
  A: 99	B: -6	C: 15	D: -5	E: -5	F: -8	G: 96	H: -9	I: 97	J: -5	K: -8

CCOc1ccc2nc(NC(=O)CSc3nnnn3C3CCCCC3)sc2c1
  A: 107	B: -7	C: 37	D: 10	E: -1	F: -9	G: 102	H: -14	I: 108	J: -3	K: -9

COc1cc(/C=C(\NC(=O)c2ccccc2)C(=O)NCC(=O)O)c([N+](=O)[O-])cc1OC
  A: 99	B: 2	C: 15	D: 5	E: 5	F: 3	G: 92	H: 9	I: 97	J: 7	K: 8

N#C/C(=C\c1ccccc1)c1nc2ncccc2[nH]1
  A: 105	B: 0	C: 8	D: 0	E: 0	F: 0	G: 100	H: -1	I: 102	J: 0	K: 0

O=C(N/N=C\c1ccc(F)cc1)c1cc(OCC(F)(F)F)ccc1OCC(F)(F)F
  A: 98	B: 0	C: 23	D: -1	E: 0	F: -10	G: 100	H: -2	I: 98	J: 0	K: -3

COc1cc(C(=O)N2CCN=C2c2ccccc2)cc(OC)c1OC
  A: 97	B: -2	C: 24	D: -3	E: 0	F: -10	G: 102	H: 3	I: 103	J: 2	K: -6

Cn1c(C(=O)NCCN2CCOCC2)cc2sccc21
  A: 99	B: -12	C: 23	D: -31	E: -2	F: -16	G: 102	H: -7	I: 99	J: 0	K: -6

O=C(/C=C/c1ccco1)N1CCC(Cc2ccccc2)CC1
  A: 95	B: 0	C: 27	D: -5	E: -1	F: 5	G: 92	H: 1	I: 95	J: 0	K: -6

# Reformatted with bars between the fields: entries from further up.
SMILES | RGS4-Gao reg | Bim-Bcl-2 | GSH fluor | Mcl1-Bid inh | Bim-Bcl-W | Bim-Bfl-1 | RGS8-Gao | Bcl-XL Bim block | RGS7-Gao reg | Bim-Mcl-1 | Bcl-B Bim block
C=C(C)CNC(=S)NNC(=O)c1ccncc1 | 101 | -1 | 26 | -34 | -1 | -4 | 102 | -4 | ? | -2 | -8
O=C(/C=C/c1ccc(Br)cc1)c1ccco1 | 96 | 4 | 6 | 18 | -2 | 6 | 83 | -4 | 96 | -8 | -2
COc1ccc(NC(=S)NCc2ccccn2)cc1OC | 103 | 0 | 11 | -15 | -2 | 1 | 102 | -2 | 108 | -6 | 0
CCc1nnc(NC(=O)C2CCCN(S(=O)(=O)c3ccc(OC)cc3)C2)s1 (stereo not drawn) | 98 | -3 | 15 | 3 | -1 | -7 | 107 | 0 | 99 | -1 | -4
CCC(=O)N1CCN(c2ccc(NC(=O)c3ccc([N+](=O)[O-])o3)cc2)CC1 | 95 | 0 | 17 | -43 | 0 | -4 | 95 | 0 | ? | 0 | 1
CC(=O)N=C1SC2CS(=O)(=O)CC2N1c1c(Cl)cccc1Cl (stereo not drawn) | 102 | -15 | 29 | -4 | -1 | -19 | 103 | -7 | 97 | -3 | -10
COC(=O)c1ccc(C(=O)OC)c(NC(=S)N2CC(C)CC(C)C2)c1 (stereo not drawn) | 102 | 0 | 17 | -5 | -3 | 0 | 103 | -2 | 101 | -2 | -5
Cc1nn(C)c(C(=O)NCc2ccc(Cl)cc2)c1Cl | 99 | -3 | 7 | -15 | -1 | -1 | 105 | -1 | 103 | -3 | -2
O=C(NN1C(=O)C2C3c4ccccc4C(c4ccccc43)[C@@H]2C1=O)c1ccccc1 (stereo partly drawn) | 104 | -1 | 10 | -15 | -2 | 0 | 105 | -2 | 101 | 0 | -1

# Assay outcomes: PubChem BioAssay, several laboratories
